Compound activity as filed in PubChem.
GLD-1 RNA inh = GLD-1-TGE RNA interaction inhibition (C. elegans). 320,000 compounds, 0.44% hits. purified GLD-1 + fluorescein TGE RNA, fluorescence polarization. Q17339. inhibition, % at 5.96 µM;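 active = percent inhibition above a per-plate cutoff, the plate mean of test compounds plus 3 SD, cut at about 30% in these data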;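 also: 0% = DMSO wells with GLD-1 and probe and 100% = wells lacking GLD-1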
Target sequence (Q17339 whole entry, looked up): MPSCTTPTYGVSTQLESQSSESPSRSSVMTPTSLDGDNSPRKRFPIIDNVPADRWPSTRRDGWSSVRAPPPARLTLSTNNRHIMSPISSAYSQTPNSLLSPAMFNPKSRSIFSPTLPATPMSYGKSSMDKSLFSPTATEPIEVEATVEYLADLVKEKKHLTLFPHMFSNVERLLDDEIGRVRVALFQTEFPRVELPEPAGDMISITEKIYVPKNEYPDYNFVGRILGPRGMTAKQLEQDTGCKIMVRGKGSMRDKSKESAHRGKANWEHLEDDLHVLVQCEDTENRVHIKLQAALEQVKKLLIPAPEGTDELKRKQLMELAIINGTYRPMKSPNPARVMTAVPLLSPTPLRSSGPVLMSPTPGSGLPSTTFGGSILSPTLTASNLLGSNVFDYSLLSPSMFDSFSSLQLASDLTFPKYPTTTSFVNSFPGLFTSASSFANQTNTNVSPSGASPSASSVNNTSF
PAD4 inh = inhibitors of human PAD4; 330,000 compounds, 0.41% hits; Q9UM07; inhibition, % at 6.36 µM; recombinant PAD4, RCA probe fluorescence polarization;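 active = percent inhibition above a cutoff equal to the mean of all tested compounds plus 3 SD, cut at about 15% in these data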;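 also: 0% = PAD4 with RCA probe and DMSO and 100% = probe without PAD4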
Target sequence (Q9UM07 whole entry, looked up): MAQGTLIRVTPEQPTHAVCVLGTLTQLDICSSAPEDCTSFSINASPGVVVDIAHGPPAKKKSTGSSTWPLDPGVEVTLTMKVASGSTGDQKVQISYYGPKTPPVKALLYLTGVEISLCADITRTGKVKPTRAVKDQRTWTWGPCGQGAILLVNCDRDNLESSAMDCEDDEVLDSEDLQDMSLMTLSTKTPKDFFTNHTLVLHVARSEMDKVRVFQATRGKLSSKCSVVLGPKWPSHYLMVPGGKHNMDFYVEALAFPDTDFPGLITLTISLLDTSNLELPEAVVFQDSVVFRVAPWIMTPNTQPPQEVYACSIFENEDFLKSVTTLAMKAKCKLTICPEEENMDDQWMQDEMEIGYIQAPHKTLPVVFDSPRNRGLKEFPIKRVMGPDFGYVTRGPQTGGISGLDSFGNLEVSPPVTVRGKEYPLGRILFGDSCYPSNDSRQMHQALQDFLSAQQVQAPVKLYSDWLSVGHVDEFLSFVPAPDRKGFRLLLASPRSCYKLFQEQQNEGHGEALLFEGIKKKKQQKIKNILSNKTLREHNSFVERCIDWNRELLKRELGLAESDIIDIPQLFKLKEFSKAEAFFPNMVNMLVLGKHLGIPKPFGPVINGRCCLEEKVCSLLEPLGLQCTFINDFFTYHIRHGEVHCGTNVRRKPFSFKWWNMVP
An asterisk follows results filed as active.

item | molecule | GLD-1 RNA inh | PAD4 inh
1 | COc1cc2cc(CCO)oc(=O)c2cc1OC | 5 | 3
2 | Cc1noc(C)c1NC(=O)Nc1ccc2c(c1)C(=O)N([C@H](C)CO)C[C@H](C)[C@@H](CN(C)S(=O)(=O)c1ccc(F)cc1)O2 | -3 | 3
3 | CC(C)(C)OC(=O)N1CCN(C(=O)c2[nH]cnc2C(=O)Nc2ccc(Cl)cc2)CC1 | 8 | -5
4 | Cc1ccsc1C(=O)OCC(=O)NCCc1ccccc1 | 2 | -6
5 | O=C(COC(=O)c1ccc(F)c([N+](=O)[O-])c1)NC(=O)NCc1ccccc1 | 2 | -1
6 | CCOc1ccc(N2CC(C(=O)Nc3cc(S(=O)(=O)N4CCCCC4)ccc3C)CC2=O)cc1 (stereo not given) | 3 | -6
7 | O=C(COC(=O)COc1cccc(F)c1)Nc1nc2ccccc2s1 | 8 | -3
8 | COc1ccccc1N1CCN(C(=O)CSc2nnc(C)n2C2CC2)CC1 | 2 | -3
9 | O=C(Nc1cc(C(F)(F)F)ccc1N1CCOCC1)c1ccncc1 | 0 | -1
10 | C=CC[C@@H](CC(=O)OC(C)(C)C)C(=O)OC[C@@H]1CCCN1C(=O)[C@@H](CC=C)CC(=O)N(CCO)Cc1ccccc1 | -1 | -2
11 | C[C@H](CO)N1C[C@H](C)[C@H](CN(C)C(=O)Nc2ccc(F)cc2)Oc2c(NC(=O)c3ccc(-c4nccs4)cc3)cccc2C1=O | 6 | 0
12 | C[C@H](CO)N1C[C@H](C)[C@@H](CN(C)S(=O)(=O)c2cn(C)cn2)Oc2ccc(NS(=O)(=O)c3ccccc3)cc2C1=O | 5 | 0
13 | CCOc1cc(N2CCOCC2)c(OCC)cc1NC(=O)CSc1ncccc1C(=O)O | 7 | 39*
14 | Cc1ccc(S(=O)(=O)N(C)C[C@@H]2Oc3c(NS(C)(=O)=O)cccc3C(=O)N([C@H](C)CO)C[C@@H]2C)cc1 | 1 | 0
15 | Cc1cc(C)cc(NC(=O)CN2CCN(C(=O)c3cccs3)CC2)c1 | 1 | -4
16 | O=C(COC(=O)COc1cc(Cl)c(Cl)cc1Cl)NC1CC1 | -1 | 0
17 | NC(=S)NN=Cc1ccc(-c2ccc(S(=O)(=O)Nc3ncccn3)cc2)o1 | -4 | 1
18 | CC(=O)Nc1ccc(C(=O)OCC(=O)Nc2ccc(S(=O)(=O)N3CCOCC3)cc2)cc1 | 6 | -1
19 | CCC1(CC)NC(=O)N(CC(=O)Nc2cccc3ccccc23)C1=O | 5 | -4
20 | CCN(CC(=O)NCc1cccs1)C(=O)c1cccc(S(=O)(=O)N(C)C)c1 | 1 | 4
21 | CCOC(=O)c1c(C)[nH]c(C(=O)NCC(c2ccco2)N2CCCCC2)c1C (stereo not given) | 3 | 1
22 | CC(C)n1ncc2c(C(=O)NCCOc3ccccc3F)cc(C3CC3)nc21 | 5 | 6
23 | CC(C)(C)OC(=O)C[C@H]1C/C=C\C[C@@H](CC(=O)N(CCO)Cc2ccccc2)C(=O)NC[C@@H](c2ccccc2)OC1=O | 7 | 0
24 | COc1ccc(NC(=O)N(C)C[C@H]2Oc3ccc(NS(=O)(=O)c4cccs4)cc3C(=O)N([C@@H](C)CO)C[C@@H]2C)cc1 | 0 | 4
25 | Cc1ccccc1CSc1ccc(S(=O)(=O)N2CCCC2)cn1 | 1 | -2

Full records from above.
Results for CCN(CC(=O)NCc1cccs1)C(=O)c1cccc(S(=O)(=O)N(C)C)c1 = GLD-1 RNA inh = 1; PAD4 inh = 4
Results for C[C@H](CO)N1C[C@H](C)[C@H](CN(C)C(=O)Nc2ccc(F)cc2)Oc2c(NC(=O)c3ccc(-c4nccs4)cc3)cccc2C1=O = GLD-1 RNA inh = 6; PAD4 inh = 0
Results for CC(=O)Nc1ccc(C(=O)OCC(=O)Nc2ccc(S(=O)(=O)N3CCOCC3)cc2)cc1 = GLD-1 RNA inh = 6; PAD4 inh = -1

The listing continues:
item | molecule | GLD-1 RNA inh | PAD4 inh
26 | CC1=CC(=O)CC(C)(C)[C@@]1(O)/C=C/[C@@H](C)O[C@@H]1O[C@H](CO)[C@@H](O)[C@H](O)[C@H]1O | 1 | 0
27 | CC(=O)Nc1ccc(C(=O)OCC(=O)NCc2ccc3c(c2)OCO3)cc1 | 2 | -3
28 | CCOC(=O)[C@@H]1[C@H]2COc3ccc(Br)cc3[C@H]2N2C(=O)N(c3ccc(OC)cc3)C(=O)[C@]12C | -1 | 4
29 | CSc1nc2ccc(NC(=O)COc3ccccc3F)cc2s1 | 8 | 0
30 | CN(C)S(=O)(=O)c1ccc(C(=O)OCC(=O)NC(=O)NC2CCCC2)cc1 | 10 | -5
31 | Cc1ccc(Cl)c(NC(=O)CSc2cccc[n+]2[O-])c1Cl | -5 | -5
32 | CC(NC(=O)CN1CCN(C(=O)c2cccs2)CC1)c1ccc(F)cc1F (stereo not given) | -1 | 3
33 | O=C1OC[C@@H]2CCCN2C(=O)[C@@H](CC(=O)N(CCO)Cc2ccccc2)C/C=C\C[C@H]1Cc1ccc(F)cc1 | 5 | 1
34 | CCOc1ccc(C(=O)OCC(=O)Nc2cccnc2Cl)cc1OCC | 3 | 4
35 | COc1ccccc1N1CCN(C(=O)c2ccc(Br)o2)CC1 | -3 | -2
36 | COc1cc(OC)cc(C(=O)NCC(=O)N2CCN(S(=O)(=O)c3ccccc3F)CC2)c1 | 2 | 4
37 | O=C(Cn1cnc2c(OCc3ccccc3)ncnc21)NCC1CCCO1 (stereo not given) | 1 | -3
38 | Cc1ccc(NC(=O)COC(=O)c2cccc(C)c2[N+](=O)[O-])cc1S(=O)(=O)N1CCCCC1 | 9 | -2
39 | COc1ccc(-c2sc3ccccc3c2/C=C/c2ccc(OC)c(OC)c2)cc1 | 4 | 3
40 | O=C(COC(=O)c1ccc(S(=O)(=O)N2CCCCC2)cc1)NCc1ccccc1 | 2 | 2
41 | COc1cc2c(cc1CNC[C@H]1O[C@@H](n3cnc4c(N)ncnc43)[C@H](O)[C@@H]1O)OCO2 | -5 | 2
42 | CCN1C(=O)[C@H]2[C@@H](c3ccc(-c4ccc(OC)cc4)c(OC)c3)N[C@@](Cc3ccccc3)(C(=O)OC)[C@H]2C1=O | 5 | -3
43 | C#CCOCCOCCOCCNc1nc(N2CCN(C(=O)[C@H](CC(N)=O)n3cc(C(N)[C@@H](C)CC)nn3)CC2)nc(N2CCN(C(=O)[C@H](CCC(=O)O)n3cc([C@@H](N)CCCCN)nn3)CC2)n1 (stereo not given in full) | 1 | -6
44 | COc1ccc2c(c1)C(=O)N1[C@H]3c4cc(Cl)ccc4OC[C@@H]3[C@H](c3ccccc3)[C@]1(C)C(=O)N2 | 2 | -2
45 | COC(=O)[C@]1(C)N[C@H](CN(C)S(=O)(=O)c2ccc(F)cc2)[C@@H]2C(=O)N(C)C(=O)[C@@H]21 | 5 | -12
46 | CC(=O)N1CCN(c2ccc(S(=O)(=O)N3CCCCC3)cc2[N+](=O)[O-])CC1 | -3 | 2
47 | O=c1oc(C2(O)CCCCC2)cc2ccccc12 | 11 | -1
48 | O=C(COC(=O)C12CC3CC(CC(Cl)(C3)C1)C2)N1CCCCC1 | 1 | -5
49 | CCC(C)c1ccccc1NC(=O)c1cccc(-n2cnnn2)c1 (stereo not given) | 3 | -4
50 | COc1cc(-c2noc(C)c2C(=O)NCc2ccc3c(c2)OCO3)cc(OC)c1OC | 3 | 3
51 | O=C1NC[C@H](c2ccccc2)OC(=O)[C@H](Cc2ccc(F)cc2)CC/C=C/C[C@@H]1CC(=O)N(CCO)Cc1ccccc1 | 4 | -3
52 | CC1CN(C(C)C(=O)NNC(=O)c2ccc(F)cc2)CC(C)O1 (stereo not given) | 1 | -4
53 | C[C@@H]1CN([C@@H](C)CO)C(=O)c2cc(NS(=O)(=O)c3ccc(Cl)cc3)ccc2O[C@H]1CN(C)Cc1ccncc1 | -5 | 3
54 | C=CC[C@H](CC(=O)OC(C)(C)C)C(=O)OC[C@@H]1CCCN1C(=O)[C@@H](CC=C)CC(=O)N[C@H](CO)Cc1ccccc1 | 1 | 0
55 | COc1ccc(Br)cc1CN(C)C(=O)C1CC(=O)N(C2CCCC2)C1 (stereo not given) | 4 | -2
56 | CC(C)(C)OC(=O)C[C@@H]1C/C=C\C[C@H](CC(=O)N(CCO)Cc2ccccc2)C(=O)N2CCC[C@@H]2COC1=O | -1 | -1
57 | Cc1ccc(S(=O)(=O)Nc2ccc3c(c2)C(=O)N([C@H](C)CO)C[C@H](C)[C@@H](CN(C)C(=O)Nc2ccc4c(c2)OCO4)O3)cc1 | 7 | 0
58 | Cc1cc(=O)oc2cc(OCC(=O)N3CCCC3)ccc12 | 5 | -7
59 | CC[C@H](CO)Oc1cc(NCc2ccc(Cl)c(Cl)c2)c2ncn(C(C)C)c2c1 | 9 | -1
60 | CN(Cc1ccco1)C(=O)CSc1nn2c(=O)c(C(C)(C)C)nnc2s1 | -3 | 4
61 | Cc1ccc(CNc2ccc(N3CCN(C)CC3=O)cc2)cc1 | 4 | -14
62 | O=C(CN1C(=O)c2ccccc2C1=O)OCC(=O)N1CCCCC1 | 6 | -1
63 | O=C(NCC(=O)N1CCN(Cc2ccccc2)CC1)c1cc(Cl)cc([N+](=O)[O-])c1 | 2 | 5
64 | CCC(CO)Oc1cc(NCc2ccccn2)c2ncn(C(C)C)c2c1 (stereo not given) | 1 | 0
65 | O=C(NCCCN1CCCC1=O)c1ccccc1OCc1ccc(Cl)cc1Cl | 0 | 2
66 | COc1cc(-c2cc(C(=O)Nc3cc(S(=O)(=O)N4CCOCC4)ccc3O)c3ccccc3n2)cc(OC)c1OC | 3 | -8
67 | COc1ccc(S(=O)(=O)Nc2cccc3c2O[C@H](CN(C)S(=O)(=O)c2ccccc2)[C@@H](C)CN([C@H](C)CO)C3=O)cc1 | 1 | 1
68 | CCC(CO)Oc1cc(NCc2ccccc2OC)c2ncn(C(C)C)c2c1 (stereo not given) | 3 | -5
69 | COc1ccc2sc(-c3ccccc3OC)c(-c3ccc(OCCN4CCCC4)cc3)c2c1 | 2 | -2
70 | COc1cc(NC(=O)c2cccc(S(=O)(=O)N3CCCCC3)c2)cc(OC)c1OC | 6 | -6
71 | N#Cc1cc([N+](=O)[O-])ccc1NC(=O)COC(=O)CN1C(=O)C2CCCCC2C1=O (stereo not given) | 6 | -3
72 | C=CC[C@H](CC(=O)NCCO)C(=O)N[C@@H](COC(=O)[C@@H](CC=C)CC(=O)OC(C)(C)C)Cc1c[nH]c2ccccc12 | 3 | 2
73 | COc1ccc(Cl)cc1NC(=O)CN(C)C(=O)/C=C/c1ccco1 | 11 | -7
74 | O=C(Nc1ccc(S(=O)(=O)N2CCCC2)cc1)c1ccc([N+](=O)[O-])o1 | 4 | -12
75 | C[C@H]1COC(=O)[C@@H](CC(=O)OC(C)(C)C)C/C=C\C[C@H](CC(=O)NCCO)C(=O)N1 | 9 | -4

An excerpt of these results, screen by screen.
#71 N#Cc1cc([N+](=O)[O-])ccc1NC(=O)COC(=O)CN1C(=O)C2CCCCC2C1=O (stereo not given)
#64 CCC(CO)Oc1cc(NCc2ccccn2)c2ncn(C(C)C)c2c1 (stereo not given)
#70 COc1cc(NC(=O)c2cccc(S(=O)(=O)N3CCCCC3)c2)cc(OC)c1OC
#63 O=C(NCC(=O)N1CCN(Cc2ccccc2)CC1)c1cc(Cl)cc([N+](=O)[O-])c1

entry no.	71	64	70	63
GLD-1 RNA inh	6	1	6	2
PAD4 inh	-3	0	-6	5

Later entries:
item | molecule | GLD-1 RNA inh | PAD4 inh
76 | Cc1ccc(S(=O)(=O)NCC(=O)NNC(=O)c2ccccc2Cl)cc1C | 5 | 1
77 | COc1ccccc1NC(=O)CNC(=O)CC12CC3CC(CC(C3)C1)C2 | 2 | -1
78 | C[C@H](CO)N1C[C@H](C)[C@@H](CN(C)S(C)(=O)=O)Oc2c(NC(=O)Nc3ccc(C(F)(F)F)cc3)cccc2C1=O | 5 | -4
79 | CCS(=O)(=O)Nc1ccc(C2=NN(C(=O)c3ccco3)C(c3ccc(Cl)o3)C2)cc1 (stereo not given) | 4 | -1
80 | O=C(COC(=O)Cc1ccc([N+](=O)[O-])cc1)NCc1ccc2c(c1)OCO2 | -1 | 4
81 | COc1ccc(COC(=O)CNC(=O)C2CCCCC2)cc1F | -1 | 0
82 | COc1ccc(S(=O)(=O)N2CCOCC2)cc1NC(=O)COc1ccc2ccc(=O)oc2c1 | -1 | -2
83 | CC(Sc1ccccc1F)C(=O)Nc1ccc2c(c1)OCCO2 (stereo not given) | 1 | -8
84 | CC(=O)Nc1ccc(S(=O)(=O)N[C@@H](C)C(=O)OCC(=O)c2ccc[nH]2)cc1 | 4 | -1
85 | CCN(C[C@H]1N[C@@](C)(C(=O)OC)[C@H]2C(=O)N(C)C(=O)[C@@H]12)C(C)=O | -1 | 2
86 | O=C(C[C@@H]1C/C=C\C[C@@H](Cc2ccc(F)cc2)C(=O)OCCNC1=O)NCCO | 5 | -6
87 | CSc1ncccc1C(=O)OCC(=O)c1ccc[nH]1 | 0 | -2
88 | CCOC(=O)c1c(C)[nH]c(C)c1C(=O)COC(=O)c1ccc(Cl)nc1 | -6 | -1
89 | Cc1ccc(NC(=O)Cn2nc(C(=O)O)c3ccccc3c2=O)cc1S(=O)(=O)N1CCCCC1 | 5 | -8
90 | CC(C)NC(=O)Nc1ccc2c(c1)C(=O)N([C@H](C)CO)C[C@H](C)[C@@H](CN(C)C(=O)Nc1ccc3c(c1)OCO3)O2 | 6 | 0
91 | CC(Oc1ccccc1)C(=O)OCC(=O)Nc1ccc2c(c1)OCO2 (stereo not given) | 6 | 1
92 | CN(C(=O)COC(=O)CNC(=O)c1sc2ccccc2c1Cl)C1CCS(=O)(=O)C1 (stereo not given) | 3 | -7
93 | COc1cc(/C=C/C(=O)OCC(=O)Nc2cccc(F)c2)ccc1O | 3 | 2
94 | CC(C)(C)N(Cc1ccccc1)C(=O)CN1C(=O)c2ccccc2S1(=O)=O | 3 | -2

This is a subset (hit frequency here may not be typical).
